Screens: PubChem, several laboratories
HIF activator – HIF pathway transcriptional activation; activation, % at 7.5 µM (by protocol); U2OS HRE-luciferase reporter, luminescence; normalized: DMSO 0%, desferrioxamine 100%; actives 0.32% (n = 300,000);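 active means mean activation of at least 10% of the iron chelator positive control signal, with at least half of replicates also reaching 10%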
MrgX1 antagonist – human MrgX1 receptor antagonism, primary screen; AID 588676; B-score at 10 µM; MRGX1-HEK293 calcium flux, Fluo-4, BAM8-22 antagonism; stronger effect = lower value; Q96LB2; actives 1.3% (n = 310,000);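 active means calcium-response B-score plate-corrected more than 3 library SD below zero, starting fluorescence within 5 deviations, no agonist response on first addition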;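 further: peak minus trough fluorescence over baseline after final BAM8-22 challenge near maximal dose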
Target sequence (Q96LB2 whole entry, looked up): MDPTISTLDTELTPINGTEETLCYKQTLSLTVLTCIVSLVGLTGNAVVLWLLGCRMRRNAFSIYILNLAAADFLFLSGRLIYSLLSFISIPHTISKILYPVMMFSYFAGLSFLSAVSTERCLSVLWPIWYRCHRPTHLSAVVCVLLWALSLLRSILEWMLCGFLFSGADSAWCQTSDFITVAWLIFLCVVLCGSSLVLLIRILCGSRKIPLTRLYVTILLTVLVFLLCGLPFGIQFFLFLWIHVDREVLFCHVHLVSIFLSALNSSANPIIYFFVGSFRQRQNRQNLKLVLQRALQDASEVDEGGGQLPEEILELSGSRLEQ
TRPC4 potent – allosterically enhances the mouse TRPC4 cation channel. Q9QUQ5. HEK293 TRPC4beta/mu-opioid, DAMGO EC20, Fluo-4 Ca2+ flux; stronger effect = higher value. B-score at 10 µM. actives 0.42% (n = 310,000). AID 2227;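 active means B-score of calcium response area above 5 SD of library B-scores, with initial fluorescence ratio within 5 SD of library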;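 further: B-score of integrated fluorescence ratio over time as area under calcium response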
SKKanGAS inh – inhibitors of SKKanGAS S. pyogenes growth in kanamycin (SK-promoter or general growth effect) | BacTiter-Glo, 6 h | inhibition, % at 7.5 µM | actives 1.3% (n = 300,000) | AID 1662;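 active means mean replicate score, as percent of positive control median, at least 50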;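 further: strain carries kanamycin resistance gene driven by streptokinase promoter and grows in 40 µg/ml kanamycin; loss of luminescence reflects streptokinase promoter inhibition or plain growth inhibition; 0% = median of DMSO wells and 100% = positive control at its reference dose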
IEC-6 tox – kills IEC-6 intestinal cells in KLF5 counter-screen; IEC-6 cytotoxicity, luminescence viability; inhibition, % at 5 µM; actives 0.78% (n = 290,000); AID 1825; in the data active means inhibition above about 22%;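 further: 0% = plate median of test compound wells and 100% = cytotoxic reference compound wells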
aSyn 5UTR inh – 5' untranslated region of α-synuclein, MLPCN primary screen. actives 0.82% (n = 300,000). alpha-synuclein 5'UTR reporter, inhibitor activity. inhibition, % (tested at 7.5 µM); in the data active means inhibition above about 60%;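 further: H4 neuroglioblastoma cells stably carrying SNCA 5'UTR luciferase fusion; 0% = DMSO wells and 100% = positive control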
TRPC4 inh – blocks the mouse TRPC4 cation channel. HEK293 TRPC4beta/mu-opioid, DAMGO-evoked Fluo4 calcium flux; stronger effect = lower value. B-score at 10 µM. actives 0.39% (n = 300,000);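 active means B-score over 3 SD under the library average, no early fluorescence shift, positive overall ratio signal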
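test system = HEK293 cells with stable TRPC4beta plus mu-opioid receptor expression | detection = Fluo4 Ca2+ flux fluorescence | read-out = integrated fluorescence ratio relative to baseline, converted to per-well B score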
KLF5 inhibitor – suppresses KLF5 promoter-driven expression; DLD-1 KLF5 promoter-luciferase reporter, luminescence; inhibition, % at 5 µM; actives 0.23% (n = 290,000); AID 1700;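 active means inhibition above a per-plate limit of that plate's mean compound inhibition plus 3 SD, cut at about 60% in these data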;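 further: 0% = DMSO wells and 100% = LY294002 at 200 µM; higher means less KLF5 promoter-driven luciferase light; inactives centre near -14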
TRPC6 activator – activates the mouse TRPC6 cation channel; Q61143; HEK293-TRPC6 membrane potential dye fluorescence; stronger effect = higher value; B-score at 10 µM; actives 0.13% (n = 310,000); AID 2550;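 active means B-score of the integrated fluorescence ratio above library mean plus 3 SD, and starting fluorescence ratio within library mean plus 5 SD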;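 further: higher score means more depolarization so channel activation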
TRPC6 inhibitor – inhibitors of mouse TRPC6 channel; Q61143; HEK293-TRPC6, membrane potential dye, ACh-evoked depolarization; stronger effect = lower value; B-score at 10 µM; actives 1.1% (n = 310,000);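 active means B-score under library mean minus 3 SD, initial fluorescence not abnormally high, positive integrated signal ratio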;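 further: B-score derived from integrated fluorescence ratio over the kinetic read; more negative B-score means stronger inhibition of depolarization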
TRPC4 agonist – activators of mouse TRPC4 channel; Q9QUQ5; HEK293 TRPC4beta/mu-opioid, Fluo4 calcium fluorescence; stronger effect = higher value; B-score at 10 µM; actives 0.49% (n = 310,000); AID 2237;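 active means B-score above 5 SD of library B-scores, and initial fluorescence ratio not above library mean plus 5 SD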;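 further: positive B-score marks a calcium rise read as TRPC4 activation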
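Material: HEK293 stable line with TRPC4beta plus mu-opioid receptor; technique: Fluo4 calcium-sensitive dye fluorescence, kinetic, 1 Hz baseline; timing: Fluo4 dye loading 45 min at room temperature, 110 s recording; controls: assay buffer as low control, maximal DAMGO as high control; read-out: integrated baseline-normalised fluorescence ratio, converted to per-well B score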
An asterisk follows results filed as active; i = inactive; x = no result given.

SMILES	HIF activator	MrgX1 antagonist	TRPC4 potent	SKKanGAS inh	IEC-6 tox	aSyn 5UTR inh	TRPC4 inh	KLF5 inhibitor	TRPC6 activator	TRPC6 inhibitor	TRPC4 agonist
O=C(CSCc1ccc(Cl)cc1)N/N=C/c1ccccc1	0.0	i	i	-3	0	17	i	-49	i	i	i
COCCNC(=S)NNc1ccc(Cl)c(C(=O)O)c1	-0.2	i	i	2	0	-22	i	-7	i	i	i
Cc1ccn(CC(=O)N2CCCC(N3CCN(c4cccc(Cl)c4)CC3)C2)n1 (stereo not drawn)	0.3	i	i	-1	-3	-5	i	-31	i	i	i
COc1ccc(CCn2c(N)c(C(=O)NCc3ccco3)c3nc4ccccc4nc32)cc1OC	0.0	i	i	27	-3	-51	i	-5	i	i	i
Cc1cc(N2CCN(C)CC2)nc2ccc(NC(=S)N3CCCCCC3)cc12	0.8	i	i	-4	1	-46	i	3	i	i	i
Cc1nn(Cc2ccccc2)c(Cl)c1/C=C/C(=O)OCC(=O)N(C)C1CCS(=O)(=O)C1 (stereo not drawn)	-0.4	i	i	-1	-5	17	i	-6	i	i	i
COc1ccc(Br)cc1C(=O)Nc1ccc(O)cc1	-0.6	i	i	1	2	-7	i	-41	i	i	i
CN(C)CC[n+]1ccc(C(=O)c2ccccc2)cc1	-3.5	i	i	1	-1	-9	i	-13	i	i	i
CCOC(=O)Cn1c(Br)nc2c1c(=O)[nH]c(=O)n2C	-0.3	i	i	-1	-2	0	i	-33	i	i	i
O=C(c1ccc(NC(=S)Nc2ccc(F)cc2F)cc1)N1CCOCC1	1.7	i	i	-3	4	5	i	-15	i	i	i
O=c1[nH]c(C2CCN(S(=O)(=O)c3ccccc3F)CC2)nc2c1nnn2Cc1ccc2c(c1)OCCO2	-0.3	i	i	19	-6	3	i	6	i	i	i
COc1ccc(C(=O)/C=C/C(=O)N(Cc2ccc3c(c2)OCO3)C(C(=O)NC2CCCCC2)c2ccncc2)c(O)c1 (stereo not drawn)	-0.2	i	i	10	-8	-10	i	10	i	i	i
Cc1ccc(S(=O)(=O)N=S(CCO)CCO)cc1	-0.2	i	i	-3	10	9	i	0	i	i	i
COCCCN(C(=S)Nc1cc(C)cc(C)c1)C(C)c1ccncc1 (stereo not drawn)	-0.2	i	i	-1	-1	-4	i	-56	i	i	i
Cc1cccc(NC(=O)CNC(=O)CN2C(=O)NC3(CCCCC3C)C2=O)c1C (stereo not drawn)	-0.4	i	17*	-12	x	0	i	x	i	i	i
O=C(NNC(=O)c1ccncc1)Nc1ccc([N+](=O)[O-])cc1	-0.1	i	i	-3	1	21	i	-11	i	i	i
OCC1(c2cc(C(F)(F)F)n[nH]2)CCCCC1	-0.5	i	i	7	0	1	i	-39	i	i	i
Cc1ccc(NC(=O)c2cc(S(=O)(=O)N3CCCCC3)ccc2N2CCOCC2)cc1F	-0.2	i	i	-2	-3	-46	i	-10	i	i	i
CCc1ccccc1S(=O)(=O)c1c(C)cc(C)nc1Cl	0.9	-5*	i	6	10	6	i	-6	i	i	i
COc1cc(NC(=O)c2ccccc2)c(OC)cc1NC(=O)CN1CCCCC1	3.2	i	i	2	11	-45	i	-20	i	i	i
O=C(CN1C(=O)c2ccccc2S1(=O)=O)Nc1ccon1	-0.2	i	i	-11	x	-13	i	x	i	i	i
COC(=O)Cn1c(=O)c2c(n(Cc3ccccc3)c1=O)N/C(=C/c1ccc(OC)cc1)C2=O	x	i	i	2	10	0	i	-8	i	i	i
Cc1ccc(N2CC(C(=O)N3CCN(Cc4ccc5c(c4)OCO5)CC3)CC2=O)cc1 (stereo not drawn)	0.6	i	i	-2	-1	17	i	-1	i	i	i
O/N=C/CCn1c(=S)sc2ccccc21	-0.2	i	i	0	3	5	i	3	i	i	i
CC(=O)N/N=C(\C)c1ccc(Br)cc1Br	1.8	i	i	1	4	20	x	-8	i	i	i

(cont.)
SMILES	HIF activator	MrgX1 antagonist	TRPC4 potent	SKKanGAS inh	IEC-6 tox	aSyn 5UTR inh	TRPC4 inh	KLF5 inhibitor	TRPC6 activator	TRPC6 inhibitor	TRPC4 agonist
Cc1ccccc1NC(=O)NC(N)=O	-0.2	i	i	-5	4	-1	i	13	i	i	i
COc1ccc(C(=O)N2CCC(NC(=O)C(Cc3ccccc3OC)NC(C)=O)CC2)cc1 (stereo not drawn)	-11	x	i	6	-2	10	i	-11	i	i	i
Cc1noc(C)c1CSc1nnc(-c2cc(Cl)ccc2Cl)n1N	-0.9	i	i	-3	-2	2	i	8	i	i	i
COc1ccc(C)cc1NC(=O)CN1CCN(CC(=O)Nc2ccccc2F)CC1	0.1	i	i	5	1	20	i	-30	i	i	i
Cc1coc2c1c(C)cc1oc(=O)c(CC(=O)NCCC(=O)O)c(C)c12	0.4	i	i	-2	1	8	i	-33	i	i	i
CCC(C)NS(=O)(=O)c1cccs1 (stereo not drawn)	0.1	i	i	3	2	9	i	12	i	i	i
CCc1ccccc1NC(=O)C1NC(=O)CC1c1ccccc1 (stereo not drawn)	-0.3	i	i	1	2	15	i	2	i	i	i
COc1ccc(S(=O)(=O)Nc2cc(C)on2)cc1OC	1.2	i	i	-1	-1	9	i	7	i	i	i
Cc1csc(SCC(=O)Nc2c(C)n(C)n(-c3ccccc3)c2=O)n1	-0.2	i	i	1	-5	-6	i	-17	i	i	i
c1ccn2cc(C34CC5CC(CC(C5)C3)C4)nc2c1	1.0	i	i	-11	-6	-11	-7*	-20	i	i	i
CCCCn1c(N)c(N(CC(C)C)C(=O)CSCc2cccc(C)c2)c(=O)[nH]c1=O	-0.1	i	i	5	x	3	i	x	i	i	i
Cc1ccc2[nH]c(=O)c(CN(C(=O)c3cccc([N+](=O)[O-])c3)C(C)C)cc2c1	-0.3	i	i	-5	-3	10	i	-1	i	i	i
Cc1c(Cl)cccc1NC(=O)Nc1cc(C(C)(C)C)nn1C	0.5	i	i	3	-2	24	i	-17	i	i	i
Cc1nn(S(=O)(=O)c2ccc(C(C)C)cc2)c(C)c1S(=O)(=O)N1CCOCC1	-0.4	i	i	-2	0	37	i	-2	i	i	i
c1nc2sc3c(c2c2nnnn12)CCC3	2.9	i	i	3	1	20	i	-10	i	i	i
Nc1ccc(C(=O)N/N=C\c2ccc(OC(=O)c3ccccc3Cl)cc2)cc1	-1.5	i	i	1	14	-12	i	5	i	i	i
COc1ccc(OC)c(NC(=O)C2CCN(S(=O)(=O)c3cccs3)CC2)c1	0.3	i	i	1	-4	5	i	-8	i	i	i
Cc1ccc(NC(=O)c2cc(=O)n(Cc3ccccc3)c(=O)[nH]2)cc1C	-0.4	i	i	4	5	-12	i	10	i	i	i
Cc1cc(C)nc(Oc2ccc(Br)cc2Br)n1	2.1	i	i	1	8	-9	i	-22	i	i	i
O=C(Nc1cccc(F)c1)C1CCCN(S(=O)(=O)c2ccc(-n3cnnn3)cc2)C1 (stereo not drawn)	-0.3	i	i	-8	-7	16	i	-20	i	i	i
O=C(c1cc2cc([N+](=O)[O-])ccc2s1)N1CCOCC1	-0.3	i	i	-5	3	20	i	-37	i	i	i
Cc1ccc(Cl)cc1N1CCN(C(=O)CCC(=O)O)CC1	-34	i	i	-1	1	-8	i	-16	i	i	i
CCc1ccc(/C=N/NC(=O)c2ccccn2)cc1	0.1	i	i	41	-3	34	i	-81	i	i	i
CCCC(=O)Nc1nc2nc(C)cc(=O)n2[nH]1	-0.3	i	i	-6	1	-6	i	-21	i	i	i
CCc1nnc(NC(=O)c2ccc(-c3ccc([N+](=O)[O-])cc3Cl)o2)s1	0.0	i	i	5	2	-2	i	-25	i	i	i

The list goes on; the last 4 above are carried over.
SMILES	HIF activator	MrgX1 antagonist	TRPC4 potent	SKKanGAS inh	IEC-6 tox	aSyn 5UTR inh	TRPC4 inh	KLF5 inhibitor	TRPC6 activator	TRPC6 inhibitor	TRPC4 agonist
Cc1ccc(Cl)cc1N1CCN(C(=O)CCC(=O)O)CC1	-34	i	i	-1	1	-8	i	-16	i	i	i
CCc1ccc(/C=N/NC(=O)c2ccccn2)cc1	0.1	i	i	41	-3	34	i	-81	i	i	i
CCCC(=O)Nc1nc2nc(C)cc(=O)n2[nH]1	-0.3	i	i	-6	1	-6	i	-21	i	i	i
CCc1nnc(NC(=O)c2ccc(-c3ccc([N+](=O)[O-])cc3Cl)o2)s1	0.0	i	i	5	2	-2	i	-25	i	i	i
CC(C)CC(NC(=O)c1ccccc1)C(=O)N/N=C/c1ccco1 (stereo not drawn)	-0.2	i	i	-2	1	4	i	-9	i	i	i
Cc1cc(C)cc(NC(=O)CSc2nc3ccncc3[nH]2)c1	-0.2	i	i	-2	6	-5	i	-14	i	i	i
C=CCNc1nc(N)c(C(=C(C#N)C#N)c2ccc(Br)cc2)s1	0.0	i	i	-21	6	20	i	-23	i	i	i
Cc1cc(C)nc(NS(=O)(=O)c2ccc(N3C(=O)C4CCCCC4C3=O)cc2)n1 (stereo not drawn)	0.1	i	i	0	7	-1	i	-8	i	i	i
O=C(c1nc2ccc(Cl)cn2c1CN1CCC[C@H]1CO)N1CCCCCCC1	-0.5	i	i	2	0	-4	i	-16	i	i	i
CCOC(=O)N1CCC(NC(=O)c2cc(C(=O)NCc3ccc(F)cc3)ccc2CO)CC1	1.7	i	i	-7	-2	0	i	-27	i	i	i
O=C(Oc1cccc(C(=S)N2CCOCC2)c1)c1cccc(Cl)c1	-0.2	i	i	3	-2	3	i	4	i	i	i
O=C(CC1Sc2ccccc2NC1=O)NCc1ccc(Cl)cc1 (stereo not drawn)	-0.6	i	i	-3	2	6	i	-20	i	i	i
OCCN(CC#CC(O)(c1ccccc1)C1CCCCC1)CCO (stereo not drawn)	0.1	i	i	0	-6	-11	i	-27	i	i	i
O=C(COC(=O)CNS(=O)(=O)/C=C/c1ccccc1)NC1CCS(=O)(=O)C1 (stereo not drawn)	0.2	i	i	-7	-3	10	i	-22	i	i	i
Cc1nnc(SCC(=O)NC23CC4CC(CC(C4)C2)C3)n(N)c1=O	0.0	i	i	4	-6	-22	i	-1	i	i	i
OC[C@@H](O)[C@@H](O[C@@H]1O[C@H](CO)[C@H](O)[C@H](O)[C@H]1O)[C@H](O)[C@@H](O)CO	0.0	i	i	-4	x	9	i	x	i	i	i
